Screening data deposited in PubChem BioAssay by NMMLSC.
ABCG2 block: blocks JC-1 efflux by human ABCG2 transporter | Q9UNQ0 | inhibition, % at 6.6 µM | IgMXP3 cells, flow cytometry | 190,000 compounds, 0.1% hits;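 active means inhibition above 80%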;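 further: 0% = DMSO and 100% = nicardipine control wells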
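Test system: IgMXP3 (ABCG2) plus far-red-tagged CCRF-Adr (ABCB1) cells. Reagent: JC-1 dye as substrate. Timing: 10 min exposure at 25 °C with rotation, no wash. Measured by: flow cytometric JC-1 green MFI at 530 nm. Read-out: percent efflux inhibition, scaled nicardipine 100% to DMSO 0%. Control set: nicardipine and DMSO wells.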
Bim-Bcl-W: inhibitors of Bim-Bcl-W interaction, human | Q92843 | bead-based flow cytometry, Bim peptide-Bcl-W binding | inhibition, % at 10 µM | 190,000 compounds, 0.02% hits | AID 952;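 further: 0% = bound tracer without compound and 100% = peptide blocker; higher means less fluorescent Bim peptide bound to Bcl-W beads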
Bim-Mcl-1: disrupts Bim peptide binding to human Mcl-1; Q07820; Bead-based flow cytometry, Bim peptide-Mcl-1 binding; inhibition, % at 10 µM; 190,000 compounds, 0.1% hits; AID 1009;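 further: 0% = no compound tracer wells and 100% = peptide blocker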
ABCB1 inh: human ABCB1 inhibition, ABCG2 as counter-screen | P08183 | CCRF-Adr cells, JC-1 efflux, flow cytometry | inhibition, % at 6.6 µM | 190,000 compounds, 0.067% hits | AID 1326; in the data active means inhibition above about 40%;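 further: 0% = vehicle and 100% = reference inhibitor; higher value means more JC-1 retained so stronger ABCB1 efflux block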
Target sequence (P08183 whole entry, looked up): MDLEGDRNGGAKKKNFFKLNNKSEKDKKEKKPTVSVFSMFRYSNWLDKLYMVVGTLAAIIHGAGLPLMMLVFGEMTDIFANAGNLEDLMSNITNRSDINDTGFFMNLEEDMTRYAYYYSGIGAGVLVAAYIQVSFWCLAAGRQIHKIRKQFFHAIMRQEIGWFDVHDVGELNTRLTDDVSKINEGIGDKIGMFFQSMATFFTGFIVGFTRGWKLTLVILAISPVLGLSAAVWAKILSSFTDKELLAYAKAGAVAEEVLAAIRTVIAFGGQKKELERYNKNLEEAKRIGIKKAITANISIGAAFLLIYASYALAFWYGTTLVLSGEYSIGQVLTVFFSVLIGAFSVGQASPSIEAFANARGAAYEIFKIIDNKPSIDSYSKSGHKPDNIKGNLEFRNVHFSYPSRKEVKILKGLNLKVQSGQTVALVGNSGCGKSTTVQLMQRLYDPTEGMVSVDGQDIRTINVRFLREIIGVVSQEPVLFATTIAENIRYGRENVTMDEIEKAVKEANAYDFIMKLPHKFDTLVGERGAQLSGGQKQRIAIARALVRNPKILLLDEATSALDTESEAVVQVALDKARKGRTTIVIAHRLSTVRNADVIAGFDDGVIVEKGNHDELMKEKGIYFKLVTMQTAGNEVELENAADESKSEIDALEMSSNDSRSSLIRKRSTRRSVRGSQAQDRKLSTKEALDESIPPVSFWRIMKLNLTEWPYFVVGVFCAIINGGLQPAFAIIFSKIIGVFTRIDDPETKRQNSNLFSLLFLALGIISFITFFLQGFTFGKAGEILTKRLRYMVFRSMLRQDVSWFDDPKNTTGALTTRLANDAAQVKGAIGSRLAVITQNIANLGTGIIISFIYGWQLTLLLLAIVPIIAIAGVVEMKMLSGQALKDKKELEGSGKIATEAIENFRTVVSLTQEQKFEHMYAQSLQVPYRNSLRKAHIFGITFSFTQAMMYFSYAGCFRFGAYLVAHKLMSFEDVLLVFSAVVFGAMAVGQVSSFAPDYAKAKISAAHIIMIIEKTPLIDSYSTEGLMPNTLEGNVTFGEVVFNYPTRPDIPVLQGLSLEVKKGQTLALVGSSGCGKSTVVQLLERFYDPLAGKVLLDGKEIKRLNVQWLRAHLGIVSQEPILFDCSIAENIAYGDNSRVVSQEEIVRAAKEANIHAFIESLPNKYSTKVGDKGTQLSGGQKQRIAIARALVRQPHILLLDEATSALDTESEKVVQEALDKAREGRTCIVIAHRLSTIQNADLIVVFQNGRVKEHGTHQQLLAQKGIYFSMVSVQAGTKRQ
RGS4-Gao reg: human RGS4-Galphao interaction regulation | binding response (% of control), % at 10 µM | AID 1415 | P09471 | Multiplexed bead flow cytometry, RGS4-Galphao binding; actives lie on both sides | 220,000 compounds, 0.33% hits; in the data active means binding response below about 49% or above about 150%; inactive means in between;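 further: fluorescent Galphao activated with aluminum fluoride binding bead-coupled RGS4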
Bfl-1 Bim block: inhibitors of Bim-Bfl-1 interaction, human; Q16548; Bead-based flow cytometry, Bim-Bfl-1 binding inhibition; inhibition, % at 10 µM; 190,000 compounds, 0.12% hits; AID 1008;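 further: 0% = wells without compound plus tracer and 100% = blocker peptide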
Bim-Bcl-XL: disrupts Bim peptide binding to human Bcl-XL; Q07817; inhibition, % at 10 µM; 190,000 compounds, 0.04% hits; bead flow cytometry, fluorescence
RGS8-Gao reg: regulators of human RGS8-Galphao interaction | AID 1423 | response (percent of control binding), % at 10 µM | 220,000 compounds, 0.34% hits | multiplexed bead flow cytometry, RGS8-Galphao binding; actives lie on both sides; in the data active means response below about 60% or above about 140%; inactive means in between;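 further: Galphao activated as the GDP aluminium fluoride complex binding bead-coupled RGS8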
Bim-Bcl-2: disrupts Bim peptide binding to human Bcl-2. inhibition, % at 10 µM. 190,000 compounds, 0.06% hits. Bead-based flow cytometry, Bim peptide-Bcl-2 binding. P10415; in the data active means inhibition above about 40%;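 further: 0% = no compound wells with probe peptide and 100% = reference peptide inhibitor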
Bcl-B Bim block: inhibitors of Bim-Bcl-B interaction, human. Q9HD36. bead-based flow cytometry, Bim peptide-Bcl-B binding. inhibition, % at 10 µM. 190,000 compounds, 0.073% hits. AID 951;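 further: 0% = tracer peptide without compound and 100% = reference inhibitor peptide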
RGS7-Gao reg: regulators of human RGS7-Galphao interaction. P09471. Multiplexed bead flow cytometry, RGS7-Galphao binding; actives lie on both sides. binding response (% of control), % at 10 µM. 220,000 compounds, 0.35% hits. AID 1439; in the data active means binding response below about 49% or above about 150%;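 further: fluorescent Galphao held in activated GDP-AlF4 state binding bead-coupled RGS7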
Numbers without * were called inactive. Unless noted, no stated cut-off is given here; in the data, active means inhibition above about 40%.

[1] O=C(Nc1ccc(O)cc1)C1CCCN1S(=O)(=O)c1ccc(F)cc1 (stereo unspecified)
[2] Cc1cccc(NC(=S)N(CCN(C)C)C(C)c2ccccn2)c1 (stereo unspecified)
[3] Cn1cc(CC(=O)NCCCN2CCCC2)c2ccccc21
[4] CCOC(=O)/C(C#N)=C1/C=CN(Cc2ccccc2)C=N1
[5] CCS(=O)(=O)N1CCCC(C(=O)NCc2cccc(OC)c2)C1 (stereo unspecified)
[6] O=C(NCc1ccccc1)C(=O)NCC(c1ccco1)N1CCOCC1 (stereo unspecified)

screen / no.	1	2	3	4	5	6
ABCG2 block	4	0	2	0	5	-3
Bim-Bcl-W	-8	0	1	-3	0	-6
Bim-Mcl-1	-5	-4	-2	-4	1	-6
ABCB1 inh	0.9	0.3	0.8	0.0	0.7	0.5
RGS4-Gao reg	101	103	100	104	99	99
Bfl-1 Bim block	-7	-2	-1	-2	-13	-12
Bim-Bcl-XL	-10	-12	-3	-1	-1	-8
RGS8-Gao reg	98	104	102	102	99	100
Bim-Bcl-2	-5	-3	-1	-3	-11	-8
Bcl-B Bim block	-10	0	0	-2	-6	-11
RGS7-Gao reg	101	102	96	103	100	97

Three entries from above, sorted by the value under RGS8-Gao reg, low to high:
#	smiles	ABCG2 block	Bim-Bcl-W	Bim-Mcl-1	RGS4-Gao reg	Bfl-1 Bim block	Bim-Bcl-XL	RGS8-Gao reg	Bim-Bcl-2	Bcl-B Bim block	RGS7-Gao reg
5	CCS(=O)(=O)N1CCCC(C(=O)NCc2cccc(OC)c2)C1 (stereo unspecified)	5	0	1	99	-13	-1	99	-11	-6	100
6	O=C(NCc1ccccc1)C(=O)NCC(c1ccco1)N1CCOCC1 (stereo unspecified)	-3	-6	-6	99	-12	-8	100	-8	-11	97
2	Cc1cccc(NC(=S)N(CCN(C)C)C(C)c2ccccn2)c1 (stereo unspecified)	0	0	-4	103	-2	-12	104	-3	0	102

Entries shown so far with nitrogen in an aromatic ring (2):
[2] Cc1cccc(NC(=S)N(CCN(C)C)C(C)c2ccccn2)c1 (stereo unspecified)
[3] Cn1cc(CC(=O)NCCCN2CCCC2)c2ccccc21

screen / no.	2	3
ABCG2 block	0	2
Bim-Bcl-W	0	1
Bim-Mcl-1	-4	-2
ABCB1 inh	0.3	0.8
RGS4-Gao reg	103	100
Bfl-1 Bim block	-2	-1
Bim-Bcl-XL	-12	-3
RGS8-Gao reg	104	102
Bim-Bcl-2	-3	-1
Bcl-B Bim block	0	0
RGS7-Gao reg	102	96

(next part)
[7] O=C(CC1C(=O)NCCN1CC1CCCCC1)NCc1ccc(Cl)cc1 (stereo unspecified)
[8] Cc1csc(=NC(=O)c2ccccc2)n1C
[9] COc1ccc(/C(O)=C2/C(=O)C(=O)N(c3nc(C)c(C)s3)C2c2ccco2)cc1 (stereo unspecified)
[10] Clc1ccc(Nc2nc(-c3cccs3)cs2)nc1
[11] Cc1ccc(SCCNC(=O)CN2C(=O)c3ccccc3S2(=O)=O)cc1
[12] Cc1c(C(=O)N2CCCC(C)C2)sc2ncnc(N3CCCCC3C)c12 (stereo unspecified)

screen / no.	7	8	9	10	11	12
ABCG2 block	-1	14	2	6	0	7
Bim-Bcl-W	-3	-2	1	2	0	-4
Bim-Mcl-1	-1	0	1	-1	0	-1
ABCB1 inh	0.0	0.7	0.4	-0.2	0.2	1.3
RGS4-Gao reg	100	103	108	105	105	102
Bfl-1 Bim block	-4	-1	-8	-10	-10	-3
Bim-Bcl-XL	-5	-2	-8	-6	-3	-5
RGS8-Gao reg	102	92	99	101	103	104
Bim-Bcl-2	-1	-1	-3	-14	-5	-1
Bcl-B Bim block	-7	2	-5	-11	-6	-4
RGS7-Gao reg	99	99	104	103	105	100

[13] CO/N=C\Cc1oc(=O)c(NC(=O)c2ccccc2)cc1C(=O)OC
[14] CCC(C)(C)NC(=O)c1ccc(Sc2nncn2C)c([N+](=O)[O-])c1
[15] COc1cc(C2CC(=O)Nc3ccccc3S2)cc(OC)c1OC (stereo unspecified)
[16] COc1ccc(Nc2nc(Cl)nc(Nc3ccc(OC)cc3OC)n2)c(OC)c1
[17] COC(=O)Cc1nc2ccccc2[nH]1
[18] Cn1c(Oc2ccc(Cl)cc2)c(C=O)c2ccccc21

screen / no.	13	14	15	16	17	18
ABCG2 block	3	37	3	23	0	29
Bim-Bcl-W	0	0	-1	-3	3	-3
Bim-Mcl-1	-1	1	-2	-3	7	-3
ABCB1 inh	0.9	2.0	0.8	-1.8	0.1	0.2
RGS4-Gao reg	99	98	106	100	85	102
Bfl-1 Bim block	0	1	-15	-5	-8	-20
Bim-Bcl-XL	0	-3	0	-1	-2	-6
RGS8-Gao reg	101	104	98	99	85	101
Bim-Bcl-2	-1	0	-11	-3	1	-9
Bcl-B Bim block	0	0	-14	-4	-3	-10
RGS7-Gao reg	97	102	96	99	86	102

[19] Cn1c(CN2CCCCC2)nc2cc(NC(=O)c3ccccc3)ccc21
[20] CCCCCCc1nnc(N)s1
[21] COc1ccc(C(=O)NCC(=O)OCc2ccc(Br)cc2)cc1
[22] COC(=O)C(C)Oc1ccc(-c2nccc(-c3cccs3)n2)cc1 (stereo unspecified)
[23] Cn1c(SCC(=O)N2CCc3ccccc32)nnc1-c1ccc(S(=O)(=O)N2CCCC2)cc1
[24] O=C(COC(=O)CSc1ccc2ccccc2c1Br)NC1CC1

screen / no.	19	20	21	22	23	24
ABCG2 block	0	3	2	10	5	19
Bim-Bcl-W	-1	-4	3	-1	0	-1
Bim-Mcl-1	0	-1	0	-3	-2	0
ABCB1 inh	0.1	0.9	0.8	0.9	0.4	1.5
RGS4-Gao reg	99	98	118	107	106	100
Bfl-1 Bim block	-3	-2	0	-16	-2	7
Bim-Bcl-XL	-2	0	1	-15	-4	0
RGS8-Gao reg	99	106	115	104	105	102
Bim-Bcl-2	-7	-4	-1	-10	-2	0
Bcl-B Bim block	-12	-4	-1	-10	-1	6
RGS7-Gao reg	91	99	116	100	101	100
